Compound activity from PubChem BioAssay.
Large T inhibition: SV40 large T antigen inhibitors, biochemical (AID 1903); SV40 large T antigen ATPase/helicase inhibition assay; higher % means a stronger effect; inhibition, % at 20 µM; hits with a dose series show IC50 in µM; actives 0.39% (n = 310,000); in the data active means a potency from the dose series; inconclusive means inhibition mostly from about 32% at the one dose, without a potency; inactive means the rest, 99 in 100 with inhibition below about 32%; further: strong numbers were not always called active
NS5 inhibitors: Dengue-2 NS5 methyltransferase inhibitors, primary screen, biochemical, confirmation dose response (AID 588689). Genome polyprotein (Dengue virus type 2 (strain 16681-PDK53)). Dengue-2 NS5 methyltransferase capping enzyme assay, biochemical; higher % means a stronger effect. inhibition, % at 25 µM; hits with a dose series show IC50 in µM. actives 0.3% (n = 340,000); in the data active means a potency from the dose series; inconclusive means inhibition above about 29% without an active follow-up result
NTR1 agonist: agonists of NTR1, primary screen, imaging, U2OS cells, beta-arrestin-GFP, high content (AID 493036); actives 0.17% (n = 330,000); activation, % at 20 µM; NTR1-U2OS beta-arrestin-GFP spot imaging, agonist mode; Neurotensin receptor type 1 (Homo sapiens), P30989;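 active means activation at or above 40% of the spot to cytoplasm intensity ratio, with at least 20 cells analyzed; inconclusive means wells under 20 cells, flagged as cytotoxic or low count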;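 further: 0% = DMSO without peptide and 100% = 100 nM NTR1 peptide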
Target sequence (P30989 whole entry, looked up): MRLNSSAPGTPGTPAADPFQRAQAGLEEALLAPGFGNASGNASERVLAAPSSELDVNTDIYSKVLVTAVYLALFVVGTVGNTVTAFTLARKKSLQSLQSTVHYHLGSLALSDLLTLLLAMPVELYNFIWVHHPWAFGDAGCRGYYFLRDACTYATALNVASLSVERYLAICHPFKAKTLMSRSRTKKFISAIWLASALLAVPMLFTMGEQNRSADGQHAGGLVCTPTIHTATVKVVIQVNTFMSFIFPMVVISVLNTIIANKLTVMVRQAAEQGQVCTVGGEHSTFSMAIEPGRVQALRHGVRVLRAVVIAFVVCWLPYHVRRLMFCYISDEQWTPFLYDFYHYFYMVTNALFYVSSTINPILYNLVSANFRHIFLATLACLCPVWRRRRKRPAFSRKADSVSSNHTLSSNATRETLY
MgcRacGAP inhibition: MgcRacGAP GTPase-activating activity inhibitors, confirmation, biochemical, ADP Hunter fluorescence | inhibition, % at 30 µM, or IC50 in µM where a hit was titrated | AID 624330, 2012 | MgcRacGAP-stimulated Rac1 GTP hydrolysis, ADP Hunter fluorescence; higher % means a stronger effect; GST-tagged Rac1 F28L mutant substrate | Rac GTPase-activating protein 1 (Homo sapiens) | actives 0.6% (n = 340,000);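 active means first-screen hits whose inhibition reached a set limit at any dose in the follow-up dose series; inconclusive means inhibition above the set first-screen limit but never retested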;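 further: fluorescence reports GDP produced by GAP-driven GTP hydrolysis; strong numbers were not always called active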
AID2073: inhibitors of Mint1-CaV2.2 protein interaction, biochemical, HTRF (AID 2073). Voltage-dependent N-type calcium channel subunit alpha-1B (Homo sapiens). HTRF protein-protein interaction, Mint1-CaV2.2; higher % means a stronger effect. inhibition, % at 20 µM; hits with a dose series show IC50 in µM. actives 0.19% (n = 290,000); in the data active means inhibition mostly above about 51%, no sharp cut-off; inconclusive means no clear call, values can overlap the other calls; inactive means mostly below about 53%; further: some results filed as inactive read as strong as hits
SIAH1 antagonists: Siah-1 peptide-binding antagonists, primary screen, biochemical, fluorescence polarization, rhodamine-plectin, uHTS (AID 1817) | displacement, % at 20 µM, or IC50 in µM where a hit was titrated | actives 0.02% (n = 290,000) | E3 ubiquitin-protein ligase SIAH1 (Homo sapiens) | Siah-1 / rhodamine-plectin peptide fluorescence polarization; higher % means a stronger effect;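 active means displacement of at least 50% at 20 µM, with a fluorescence ratio check between 0.3 and a set limit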;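 further: plate controls were Siah plus tracer with DMSO for no effect and tracer alone without Siah for full effect; strong numbers were not always called active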
K1F lysis inhibition: inhibition of K1F phage lysis, E. coli UTI89, bacterial capsule biogenesis inhibitors, alamar blue (AID 488966) | E. coli UTI89 K1F phage lysis, alamar blue, 2 h; higher % means a stronger effect | inhibition, % at 100 µM; hits with a dose series show IC50 in µM | actives 0.02% (n = 340,000);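 active means phage lysis inhibition, versus mean bacterial control, above a set limit; inconclusive means no clear call, values can overlap the other calls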;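 further: capsule biogenesis inhibitors block K1F phage lysis so surviving cells raise fluorescence; higher fluorescence means more inhibition of phage lysis; actives were called in the ten point dose series up to 300 µM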
RSV CPE inhibition: RSV antiviral activity via CPE protection, HEp-2 cells, primary 10 µM value included (AID 2391); actives 0.13% (n = 310,000); CPE inhibition, % at 10 µM, or IC50 in µM where a hit was titrated; HEp-2 cells, RSV-induced CPE inhibition; higher % means a stronger effect; in the data active means a potency from the dose series; inconclusive means CPE inhibition mostly from about 23% at the one dose, without a potency; inactive means the rest, 99 in 100 with CPE inhibition below about 21%; further: strong numbers were not always called active
West Nile virus CPE: West Nile virus antiviral activity, cell-based, CPE readout (AID 1621). West Nile virus-infected cells, CPE inhibition; higher % means a stronger effect. one-dose CPE inhibition, % at 10 µM; IC50 in µM for titrated hits. actives 0.02% (n = 290,000); in the data active means a potency from the dose series; inconclusive means CPE inhibition mostly from about 3.7% at the one dose, without a potency; inactive means the rest, 99 in 100 with CPE inhibition below about 2.2%; further: strong numbers were not always called active
NTR1 agonist cell count 20 µM: further read-out of NTR1 agonist, marked with its call; cell count; measured here: cell count, cytotoxicity flag
NS5 inhibitors pilot replicate: further read-out of NS5 inhibitors, marked with its call; inhibition, %; measured here: pilot screen replicate inhibition
* marks the source's active call; other numbers are inactive results; i = inactive; ? = inconclusive; nt = no result given; [ ] = remark or other dose.

SMILES	Large T inhibition	NS5 inhibitors	NTR1 agonist	NTR1 agonist cell count 20 µM	MgcRacGAP inhibition	AID2073	SIAH1 antagonists	K1F lysis inhibition	RSV CPE inhibition	West Nile virus CPE	others
CC(Oc1ccc(Br)cc1)C(=O)Nc1ccncc1 (stereo unspecified)	0%	-5%	-0.8	28	7%	-2%	3%	-0.3%	7.5%	-0.2%
CC(C)Oc1ccccc1OCCCOc1cccc2cccnc12	8%	2%	0.6	32	7%	17%	2%	7.8%	13%	-1.4%
Clc1cccc(Cl)c1CNCCCSc1ncccn1	2%	-7%	-0.8	59	4%	0%	0%	2.8%	-0.5%	-1.2%
COc1ccc2nc(/C=N/NC(=O)[C@H](C)NC(=O)OC(C)(C)C)ccc2c1	28%	nt	0.0	38	nt	8%	0%	nt	32µM*	-0.7%
CCOc1ccc(CCNC(=O)CCS(=O)(=O)c2ccc(C)cc2)cc1OCC	3%	-10%	-1.5	92	nt	-6%	0%	-0.2%	1.1%	-0.9%
CCOC(=O)c1nnn(-c2nonc2N)c1CSc1ccccc1	4%	0%	0.5	87	2%	-2%	2%	0.6%	14%	0.9%	NS5 inhibitors pilot replicate=3.5
COc1ccc(CCNC(=O)CSC2=NS(=O)(=O)c3ccccc3N2)cc1OC	11%	1%	0.2	50	3%	nt	nt	1.1%[50 µM]	1.3%	nt
COc1ccc(C2CC2/C(=N/O)c2ccccc2)cc1 (stereo unspecified)	21%	-6%	-0.8	47	5%	3%	9%	0.5%	18%	0.1%
Cc1ccc(NC(=O)Cn2c(C)cc(C)c(C#N)c2=O)c(Cl)c1	-2%	-1%	0.8	49	2%	3%	-2%	-0.9%	0.1%	0.8%
Cc1ccc(NS(=O)(=O)c2ccc(Br)s2)nc1	2%	0%	0.4	90	7%	2%	0%	-0.1%	-0.9%	0.1%
CCn1cnc2c1c(=O)n(Cc1nnc3n1-c1ccccc1SC3)c(=O)n2Cc1ccccc1	-2%	2%	5.2	40	13%	2%	2%	-0.4%	1.8%	0.1%
Nc1ccc(C(=O)c2cccs2)cc1[N+](=O)[O-]	6%	-8%	0.0	31	5%	21%	-8%	0.0%	53%	1.1%
COc1cc(/C=C(\C#N)c2nc3ccccc3[nH]2)ccc1OC(=O)c1ccco1	8%	-20%	2.5	51	15%	34%	i	1.9%	-0.1%	0.3%
COc1ccc2nc(C)c(C(=O)NN)cc2c1	7%	-2%	2.2	52	16%	2%	-4%	1.7%	1.0%	-0.1%
NC(=S)NN=C(c1ccccc1)c1ccccc1	-8%	-5%	2.9	85	11%	-2%	-4%	1.4%[50 µM]	2.6%	-0.8%
CCN(CC)C(=O)Cn1cc(C(=O)C(=O)NCC2COc3ccccc3O2)c2ccccc21 (stereo unspecified)	22%	-8%	-0.3	48	1%	19%	1%	0.1%	0.9%	nt
COc1ccc2c(c1)oc(=O)c1c3ccccc3[nH]c21	19%	-6%	nt	nt	9%	36%	18%	0.3%	nt	-1.4%
CCNc1nnc(-c2ccccc2OC)s1	5%	nt	-1.0	48	nt	7%	0%	nt	5.6%	0.1%
CC(CCc1ccccc1)NC(=O)CN1CCN(c2ccccc2)CC1 (stereo unspecified)	4%	-6%	-0.1	36	3%	-3%	3%	-0.3%	0.3%	-0.8%
NC(=S)n1[nH]c(-c2ccc([N+](=O)[O-])cc2)c(N=Nc2cccc(Cl)c2)c1=O	14%	?	8.7	78	9%	64%	41%	1.4%	nt	-1.2%
O=C(NCc1ccco1)c1ccc(COc2ccccc2Cl)cc1	16%	-4%	0.4	43	8%	-17%	-1%	0.5%	2.9%	0.2%
Cc1cc(C)cc(OCC(=O)N(Cc2ccc(N(C)C)cc2)C2CCS(=O)(=O)C2)c1 (stereo unspecified)	10%	-5%	-0.2	47	0%	-1%	-2%	0.4%	0.9%	-0.4%
Cc1[nH]c2ccc(C(=O)NCCCN3CCCC3)cc2c1C	16%	-8%	0.5	61	15%	8%	0%	0.2%	0.0%	-1.1%
CCN1CCN(C(=O)c2ccccc2NC(=O)c2ccc(Cl)cc2)CC1	6%	4%	0.2	71	8%	1%	5%	0.1%	1.1%	0.3%
O=C1CC(c2ccccc2Oc2cccc(Cl)c2)C(n2cncn2)C(=O)C1C1NCCc2ccccc21 (stereo unspecified)	11%	-6%	1.7	54	6%	8%	-5%	0.0%	0.7%	-0.2%

Reprinted from the part before: 4 compounds; new compounds follow.
SMILES	Large T inhibition	NS5 inhibitors	NTR1 agonist	NTR1 agonist cell count 20 µM	MgcRacGAP inhibition	AID2073	SIAH1 antagonists	K1F lysis inhibition	RSV CPE inhibition	West Nile virus CPE	others
Cc1cc(C)cc(OCC(=O)N(Cc2ccc(N(C)C)cc2)C2CCS(=O)(=O)C2)c1 (stereo unspecified)	10%	-5%	-0.2	47	0%	-1%	-2%	0.4%	0.9%	-0.4%
Cc1[nH]c2ccc(C(=O)NCCCN3CCCC3)cc2c1C	16%	-8%	0.5	61	15%	8%	0%	0.2%	0.0%	-1.1%
CCN1CCN(C(=O)c2ccccc2NC(=O)c2ccc(Cl)cc2)CC1	6%	4%	0.2	71	8%	1%	5%	0.1%	1.1%	0.3%
O=C1CC(c2ccccc2Oc2cccc(Cl)c2)C(n2cncn2)C(=O)C1C1NCCc2ccccc21 (stereo unspecified)	11%	-6%	1.7	54	6%	8%	-5%	0.0%	0.7%	-0.2%
Cn1c(CCNC(=O)c2cccs2)n[nH]c1=S	28%	-5%	-2.6	78	8%	-10%	-2%	1.0%[50 µM]	2.3%	-0.2%
N/C(=N\OC(=O)Oc1ccccc1)c1ccc(Br)cc1	12%	-6%	-3.0	64	6%	0%	0%	-2.5%	1.7%	0.1%
Cc1cccc(-n2c(N)cc(=O)nc2SCC(=O)Nc2nnc(CC(C)C)s2)c1	5%	nt	1.4	63	nt	-2%	-1%	nt	nt	nt
CC(CNC(=O)c1cccs1)c1ccc([N+](=O)[O-])cc1 (stereo unspecified)	2%	-13%	2.6	42	5%	6%	-3%	0.1%	2.2%	-1.1%
COCCNC(=O)c1cc2c(s1)-c1ccc(Cl)cc1SC2	5%	-6%	1.7	75	18%	25%	8%	1.3%[50 µM]	62%	-0.9%
Cc1cc(C)nc(N/N=C/c2ccccc2OCC(=O)O)n1	7%	0%	0.9	92	11%	?	1%	0.4%	0.2%	2.0%
COC(=O)c1cc(NC(=O)CN(c2cccc(OC)c2)S(=O)(=O)c2ccccc2)ccc1Cl	-2%	-2%	2.7	55	5%	-7%	17%	-0.2%[50 µM]	6.8%	0.4%
O=C(N/N=C/c1ccc([N+](=O)[O-])cc1)c1c[nH]c2ccccc12	10%	-23%	1.3	36	-8%	-2%	11%	-1.0%	5.1%	1.5%
CC(CC(=O)Nc1ccc(Br)cc1F)S(=O)(=O)c1ccc2c(c1)NC(=O)CO2 (stereo unspecified)	13%	-11%	-0.1	69	13%	11%	1%	2.4%	12%	-0.1%
Cc1cccc2c(C(=O)O)cc(-c3cccnc3)nc12	-3%	nt	-0.6	99	6%	6%	-4%	-0.2%	1.2%	0.8%
CCOC(=O)N1CCC(N2CCCC(C(=O)c3cccc(OC(C)C)c3)C2)CC1 (stereo unspecified)	10%	3%	0.6	61	14%	12%	-11%	0.4%	-3.2%	-0.9%
O=C1C2C(C(=O)N1c1ccc3c(c1)OCO3)C1C=CC2C12CC2 (stereo unspecified)	1%	-1%	0.5	59	5%	16%	10%	6.4%	-1.7%	0.3%
O=C(O)Cn1c(=O)c2c3c(sc2n(Cc2ccc(F)cc2)c1=O)CCCC3	3%	-1%	-1.3	85	10%	-2%	6%	-0.1%	0.4%	-0.5%
CC1=NN(C(=O)COc2ccccc2C)C(O)(c2ccc(Cl)cc2)C1 (stereo unspecified)	-2%	-6%	0.5	58	9%	0%	-1%	-0.4%	4.3%	-1.1%
CS(=O)(=O)N(CC(=O)N1CCc2ccccc2C1)c1ccc2c(c1)OCO2	-1%	-4%	0.0	50	-11%	-2%	-4%	0.4%	2.3%	0.0%
Oc1ccc(/C=N/Nc2ccc3ccccc3c2)c(O)c1	11%	3%	0.9	60	10%	47%	-1%	0.1%	12%	-0.3%
O=C(CN1CCCC1c1cccs1)N1CCN(S(=O)(=O)c2ccccc2)CC1 (stereo unspecified)	nt	1%	-0.4	59	0%	nt	nt	1.0%[50 µM]	nt	nt
CC(=O)Nc1nc(-c2ccc(Br)s2)cs1	7%	-5%	0.0	72	11%	-5%	-7%	-0.1%	0.4%	0.6%
Cc1oc(-c2ccc(-c3ccccc3)cc2)nc1CN(CCO)C(C)C	6%	nt	-1.4	35	19%	-2%	-2%	1.4%	22%	-0.6%
O=C(Nc1ccc(NC(=O)c2ccccc2Br)cc1)c1ccccc1	10%	9%	0.5	71	6%	12%	15%	0.1%	2.1%	0.1%
Cc1cc(NC(=O)CSc2nnnn2C2CCCC2)no1	13%	-3%	-0.1	41	0%	8%	-2%	4.9%	0.3%	-0.6%
CCC(NS(=O)(=O)c1c(C)[nH]c(=O)[nH]c1=O)C12CC3CC(CC(C3)C1)C2 (stereo unspecified)	8%	10%	1.8	48	9%	4%	5%	-0.8%	0.6%	0.4%
CCC(C)N(C(=O)CSc1nnc(C)n1C)C1CCS(=O)(=O)C1 (stereo unspecified)	11%	1%	-0.7	52	10%	nt	nt	1.3%[50 µM]	-0.7%	nt
CCOC(=O)/C(C#N)=C/c1cn(CCOc2ccc(OC)cc2)c2ccccc12	10%	-12%	2.5	80	-2%	1%	-1%	0.5%	13%	0.7%
COC(=O)c1ccsc1NC(=O)c1ccc2c(c1)OCCO2	nt	-2%	3.6	47	1%	10%	1%	0.3%	1.7%	-0.4%
COc1ccc(N2C3=C(CC4=C2CCCC4=O)C(=O)CCC3)cc1	58%	89%	-0.8	59	13%	88%	90%	-3.4%	2.1%	-0.1%
COc1cccc(CCC(=O)N2CCC(n3nccc3NC(=O)CC(C)C)CC2)c1	10%	0%	0.6	57	9%	-2%	3%	1.6%	0.1%	0.3%
N#Cc1c(-c2ccccc2)ccn(Cc2ccc(Cl)cc2)c1=O	12%	-7%	3.1	41	11%	8%	-2%	0.3%	3.9%	-0.1%
CCc1nnc(NS(=O)(=O)c2ccc(NC(=O)c3ccc(S(=O)(=O)N(CC)CC)cc3)cc2)s1	11%	-1%	1.4	42	9%	13%	7%	0.5%[50 µM]	1.8%	0.0%
